Assay outcomes (PubChem BioAssay)
Growth percent in the NCI-60 one-dose screen (48 h, 10 µM unless noted): 100 = growth as untreated, 0 = no growth, -100 = all killed.
ACHN = ACHN renal cancer. 4.9% of 81,000 active
A498 = A498 renal cancer cells. AID 1794774. 5.4% of 76,000 active
TK-10 = TK-10 renal cancer cells; 3.9% of 81,000 active; AID 1794769
786-0 = 786-0 renal cancer cells. 5.1% of 81,000 active. AID 1794775
SN12C = SN12C renal cancer cells. 3.8% of 81,000 active. AID 1794767
UO-31 = UO-31 renal cancer; 5.2% of 81,000 active
RXF 393 = RXF 393 renal cancer cells; 6.9% of 77,000 active
DU-145 = DU-145 prostate cancer; 4.2% of 81,000 active; AID 1794760
CAKI-1 = CAKI-1 renal cancer. 4.7% of 75,000 active
Active calls of the source: *; · = not tested or not shown; & = joins results of further samples. Rule for the calls: active = growth percent below 10; inactive = the rest.

Start of the listing, in advance:
SMILES	ACHN	A498	TK-10	786-0	SN12C	UO-31	RXF 393	DU-145	CAKI-1
COc1ccc2c(c1)c(-c1nc(-c3cn(C)c4ncccc34)cs1)cn2C(=O)OC(C)(C)C	97	68	115	97	92	111	108	104	86
COc1ccc(N(C)c2cc(C#N)nc3ccccc23)cc1N	24	113	77	23	5.9*	21	57	20	26

The list itself (from the top)
SMILES	ACHN	A498	TK-10	786-0	SN12C	UO-31	RXF 393	DU-145	CAKI-1
COc1ccc2c(c1)c(-c1nc(-c3cn(C)c4ncccc34)cs1)cn2C(=O)OC(C)(C)C	97	68	115	97	92	111	108	104	86
COc1ccc(N(C)c2cc(C#N)nc3ccccc23)cc1N	24	113	77	23	5.9*	21	57	20	26
Clc1ccc2c(c1)-c1ccccc1C1=NCCN12	14	10	20	45	29	11	2.2*	31	29
O=C(Cc1ccc(/C=C/C(=O)c2ncc[nH]2)cc1)Nc1cc(F)c(F)c(F)c1	93	85	88	8.9*	56	47	13	19	56
Cc1ccc(N=C(Cl)/C=C/c2ccccc2)cc1	102	93	115	93	92	88	99	98	87
Cc1cccc[n+]1Cc1ccccc1	105	103	97	100	101	84	115	113	·
O=C1CCc2ccc(OCc3cn(CCCn4cc(COc5ccc6c(c5)NC(=O)CC6)nn4)nn3)cc2N1	105	106	102	112	102	99	109	110	99
CC(C)OC(=O)[C@]12CCC(C)(C)C[C@H]1C1=CC[C@@H]3[C@@]4(C)C/C(=C/c5cccnc5)C(=O)C(C)(C)[C@@H]4CC[C@@]3(C)[C@]1(C)CC2	87	53	43	72	68	45	71	78	51
CCCCCCC(C)(O)c1ccccc1 (stereo not given)	103	145	106	108	97	80	124	118	97
O=C(O)C(C(=O)O)c1cccc2ccccc12	105	86	89	95	100	89	107	105	·
N#CNc1ccccc1	98	96	119	97	90	71	103	114	105
CN(C)CCC1(c2ccccc2)CCN(C)C1=O (stereo not given)	102	94	112	109	103	87	96	107	103

Full records from above. Order of values: ACHN, A498, TK-10, 786-0, SN12C, UO-31, RXF 393, DU-145, CAKI-1
Cc1cccc[n+]1Cc1ccccc1 reads 105, 103, 97, 100, 101, 84, 115, 113, ·
O=C(Cc1ccc(/C=C/C(=O)c2ncc[nH]2)cc1)Nc1cc(F)c(F)c(F)c1 reads 93, 85, 88, 8.9*, 56, 47, 13, 19, 56
Clc1ccc2c(c1)-c1ccccc1C1=NCCN12 reads 14, 10, 20, 45, 29, 11, 2.2*, 31, 29

Continuation:
SMILES	ACHN	A498	TK-10	786-0	SN12C	UO-31	RXF 393	DU-145	CAKI-1
CC(C)=CCC(O)(c1ccccc1)c1nccs1 (stereo not given)	97	83	92	88	103	81	102	118	94
Cc1[nH]nc2ncc(C#Cc3cncc(C(=O)Nc4ccc(CN5CCN(C)CC5)c(C(F)(F)F)c4)c3)cc12	4.4*	-18*	28	43	7.7*	-6.9*	-13*	36	-28*
COc1cc(/C=C/C(=O)C(=O)/C=C/c2ccc(OCc3ccccc3)c(OC)c2)ccc1OCc1ccccc1	99	106	92	101	104	90	114	111	96
O=C(O)CC(c1ccccc1)C(C(=O)O)c1ccccc1 (stereo not given)	109	101	100	·	100	92	105	110	92
CC(C)NC(=O)/C=C\C(=O)O	104&100	99&97	83&103	107&99	103&100	94&89	117&104	107&106	92&92
COc1ccc(NS(=O)(=O)c2nn(C)c3nc(C)c(Cl)c(C)c23)cc1	95	83	96	97	92	80	84	108	88
[Cl][Ru].c1ccc(-c2cccc(-c3ccccn3)n2)nc1.c1ccc(-c2ccnc3c2ccc2c(-c4ccccc4)ccnc23)cc1	97	55	·	89	20	80	48	33	80
O=C(c1ccccc1)c1c(/C=C/c2ccccc2)c2ccccc2[nH]c1=O	94	98	98	92	93	74	79	115	92
O=C1OC(Cc2ccccc2)C(c2ccccc2)C1=O (stereo not given)	95	88	108	113	102	89	109	107	102
O=c1sn(CCCl)c(=O)n1Cc1ccc(Cn2c(=O)sn(CCCl)c2=O)cc1	95	104	98	98	97	82	98	100	89
CC(C)C[C@H](CC(N)=O)CC(=O)N[C@@H](CC(=O)N1CCn2c(nnc2C(F)(F)F)C1)Cc1cc(F)c(F)cc1F	106	112	87	93	101	99	106	106	99
CCCCn1cnc2c(SCc3ccccc3F)nc(N)nc21	108	·	98	99	105	78	110	94	93

Exported field by field: part of the list above
> CC(C)=CCC(O)(c1ccccc1)c1nccs1 (stereo not given)
- ACHN = 97
- A498 = 83
- TK-10 = 92
- 786-0 = 88
- SN12C = 103
- UO-31 = 81
- RXF 393 = 102
- DU-145 = 118
- CAKI-1 = 94
> Cc1[nH]nc2ncc(C#Cc3cncc(C(=O)Nc4ccc(CN5CCN(C)CC5)c(C(F)(F)F)c4)c3)cc12
- ACHN = 4.4*
- A498 = -18*
- TK-10 = 28
- 786-0 = 43
- SN12C = 7.7*
- UO-31 = -6.9*
- RXF 393 = -13*
- DU-145 = 36
- CAKI-1 = -28*
> COc1cc(/C=C/C(=O)C(=O)/C=C/c2ccc(OCc3ccccc3)c(OC)c2)ccc1OCc1ccccc1
- ACHN = 99
- A498 = 106
- TK-10 = 92
- 786-0 = 101
- SN12C = 104
- UO-31 = 90
- RXF 393 = 114
- DU-145 = 111
- CAKI-1 = 96
> O=C(O)CC(c1ccccc1)C(C(=O)O)c1ccccc1 (stereo not given)
- ACHN = 109
- A498 = 101
- TK-10 = 100
- 786-0 = ·
- SN12C = 100
- UO-31 = 92
- RXF 393 = 105
- DU-145 = 110
- CAKI-1 = 92

Next section
SMILES	ACHN	A498	TK-10	786-0	SN12C	UO-31	RXF 393	DU-145	CAKI-1
CN(C)CCN1C(=O)c2cccc3cccc(c23)C1=O	33	106	85	67	54	50	60	54	49
CN1C(=O)N(C)C2Nn3c(s/c(=C\c4cccc([N+](=O)[O-])c4)c3=O)=NC21 (stereo not given)	103	·	108	95	100	81	92	102	86
COc1ccc(-c2cc(-c3cc(OC)c(OC)c(OC)c3)c(C#N)c(N)n2)cc1OC	90	58	67	66	88	55	·	100	·
CCN(CC)S(=O)(=O)c1ccc(OCCOc2ccc(S(=O)(=O)N(CC)CC)cc2)cc1	98	94	99	95	·	87	98	105	95
COc1cc(-c2nnc(-c3ccc(NC(=O)CCO)cc3)o2)cc(OC)c1OC	·	122	88	97	105	84	104	110	·
CC(=O)/C(=C/c1cccc(C#N)c1)C(=O)c1ccccc1	92	·	111	107	90	77	94	104	103
CCN1CCOC1c1ccc(Cl)cc1 (stereo not given)	110	88	114	89	110	85	103	109	98
Clc1cccc(CSc2ncnc3c2ncn3C2CCCCO2)c1 (stereo not given)	94	·	106	79	86	77	95	93	94
Cc1c([N+](=O)[O-])cc(C(C)(C)C)cc1[N+](=O)[O-]	104	94	102	104	100	99	·	107	98
O=C(Nc1ccc(CN2CCOCC2)cc1)c1[nH]ncc1Nc1ncnc2sccc12	2.5*	-37*	8.1*	·	10	8.4*	-43*	5.5*	13
O=C1C2C3C=CC(C3)C2C(=O)C2C3C=CC(C3)C12 (stereo not given)	115&107	121&103	106&103	104&107	109&102	95&93	113&122	108&119	90&107
Cc1c(CO)[n+](=O)c2ccccc2n1[O-]	95	·	128	113	106	91	116	126	91
COc1cc2nc(NC3CC3)nc(NC3CCN(C)CC3)c2cc1OC	92	82	103	99	99	82	106	99	95
CCNC(=O)N1CCc2c(Cl)c3c(c(OC)c2[C@@H]1[C@H]1OCc2c1ccc(OC)c2OC)OCO3	94	99	97	91	95	81	85	106	82
COc1ccc(C2=NN(C(=O)c3ccc(S(C)(=O)=O)cc3)C(c3ccccc3)C2)cc1 (stereo not given)	105	106	101	99	101	85	94	97	94
COC(=O)c1ccc2[nH]c(O)c(C(=Nc3ccc(N(C)C(=O)CN4CCN(C)CC4)cc3)c3ccc4c(c3)OCO4)c2c1	8.0*	-19*	-10.0*	14	11	15	-57*	7.8*	4.5*
CS(=O)(=O)Nc1ccccc1NS(C)(=O)=O	104	·	100	106	97	77	115	114	102
COC(=O)C(=CC(Br)C(Br)c1ccccc1)C(=O)OC (stereo not given)	110	95	131	108	104	79	133	121	97
CCOC(=O)c1c2ncccc2n2c(=O)n(Cc3ccccc3)nnc12	101	·	114	99	111	80	108	108	93
C/C(=C\c1ccccc1)C(O)C(=O)c1nc2ccc([N+](=O)[O-])cc2[nH]c1=O (stereo not given)	81	110	109	101	90	74	109	105	96
C[C@@H]1O[C@H](/C=C\c2ccc(F)cc2)[C@@H](O)[C@H]1O	111	·	97	·	104	91	105	113	97
COc1ccc(-c2cc(/C=C/C(=O)c3cc(OC)c(OC)c(OC)c3)[nH]n2)cc1OC	-62*	-2.0*	-33*	-58*	8.3*	-92*	-17*	0.6*	4.7*
Cc1ccc(NC(C(=O)c2ccccc2)c2ccccc2)cc1 (stereo not given)	85	·	75	75	50	79	95	58	67
Cc1nn2c(/C=C3/C(=O)Nc4cc(Cl)ccc43)c(-c3ccc(F)cc3)nc2s1	88	118	119	91	96	58	104	101	76
CC(C)COc1ccc(O)cc1	26	114	101	82	89	·	93	97	78
COc1ccc(-c2nnc3c(/C=C/c4ccc(Br)cc4)nc4ccccc4n23)cc1	23	93	99	-42*	-23*	41	-2.2*	54	28
C[n+]1ccncc1	102	90	·	94	97	83	97	105	103
COc1cc(CC(=O)O)ccc1O	108	99	111	110	116	97	113	107	97
Cc1cc(O)c(C(C)C)cc1NC1=CC(=O)c2ccccc2C1=O	84	78	86	95	73	76	88	94	77
Cc1nnc(SCC(=O)Nc2ccc(-c3ccccc3)cc2)s1	115	109	127	73	80	69	104	103	109
COc1ccc(/C=C/C(=O)Nc2ccc(C=C3c4ccccc4C(=O)c4ccccc43)cc2)cc1	75	·	123	83	67	80	76	90	58
CC(=O)Nc1ccc(-c2cc3cnc4ccccc4c3oc2=O)cc1	102	98	113	98	103	92	97	104	92
CCN(CC)CCC(C)=O	94	115	110	98	90	101	120	183	101
CSc1nc2ccccc2cc1/C=C1/C=C(c2ccccc2)NC1=O	102	70	123	93	94	92	85	93	78
NCCNc1nc2ccccc2c2c(=O)c3cc(F)ccc3sc12	54	49	101	73	71	47	78	66	45
COc1ccc(-c2csc(NC(=O)c3ccc(OC)c(OC)c3)n2)cc1	108	92	112	104	99	84	103	111	96
c1ccc(-c2nnsc2-c2ccccc2)cc1	101	79	100	·	97	·	99	110	·
CCNC	111	91	96	109	95	83	115	105	108
C[n+]1ccc(/C=C/c2ccccc2)cc1	93	88	130	88	98	90	113	115	113
CCNc1nc(O)c(/C=C2\C=Nc3ncccc32)s1	0.7*	-54*	-3.8*	3.0*	13	7.5*	-39*	9.9*	21
CC1(C)Oc2cc3oc(C(=O)O)cc(=O)c3cc2-c2ccccc21	98	105	94	94	98	77	94	112	99
O=C(O)CCCCC(=O)Nc1cccc(Cn2nnc3cc(Cl)c(Cl)cc32)c1	104	83	130	102	95	78	97	112	86
COc1cccc(-c2nc3sccn3c2-c2ccnc(NCCNS(=O)(=O)c3cccc4ccccc34)n2)c1	95	112	129	94	92	78	91	95	96
COC(=O)[C@@H](Cc1c[nH]c2ccccc12)NC(=O)/C=C/c1ccccc1	39	-10.0*	54	29	51	37	-26*	12	32
COc1ccc(C(=O)/C(=N/Nc2ccccc2)c2ccc(OC)cc2)cc1	96	·	112	94	91	71	92	115	74
NC(N)=NN=C(c1ccc(O)cc1)c1ccc(O)cc1	102	·	88	98	97	90	109	110	97
C[C@@H]1CC[C@@H]2[C@@H]1[C@H](OC(=O)/C=C/c1ccccc1)[C@]1(c3ccccc3)C[C@@H](NC(=O)CO)[C@@]2(C)O1	79	-3.6*	112	101	87	70	83	107	70
O=C(CCCCCC1CCCCC1)OCCc1ccccc1	110	87	101	101	108	93	105	111	100
Cc1nn(-c2ccccc2)c(Cl)c1/C=C/C(=O)c1ccc(F)cc1	98	82	101	13	89	79	81	104	96
COc1cccc(/C=N/NC(=O)COc2cc(=O)[nH]c3cc(C)ccc23)c1	100	102	146	107	100	69	107	108	89
O=C(O)CC(=O)O	105	105	108	102	111	100	95	96	102
COc1ccc2oc(=O)cc(-c3nccc4c3[nH]c3ccccc34)c2c1	106	85	126	100	100	75	97	109	96
CN(C)C(=O)c1ncc(-c2ccc(C(F)(F)F)cc2)c(NC2CCCCCC2)n1	96	94	123	104	100	71	116	111	102
COc1ccc(C2SCC(=O)N2CCCN2CCOCC2)cc1OC (stereo not given)	108	93	102	102	104	92	·	116	96
COc1ccc(S(=O)(=O)N2CCCCCC2)cc1NC(=O)c1[nH]c(C)c2c1CCCCC2=O	25	-26*	15	35	37	12	35	58	13
O=C(CC1(O)C(=O)Nc2ccccc21)c1cccnc1 (stereo not given)	93	118	120	101	93	85	108	109	86
CO/N=C1/C=C(C)C(=O)C(C)=C1C	102	·	109	100	101	73	96	118	126
O=C(N/N=C/c1c(Cl)cccc1Cl)c1ccc(C(F)(F)F)nc1Nc1cccc(C(F)(F)F)c1	-16*	-5.3*	1.5*	8.6*	1.3*	1.9*	41	11	14
COC(=O)c1nc(-c2ccc(C)cc2)oc1S(=O)(=O)c1cccc(OC)c1	43	102	65	85	85	90	77	104	69
COc1ccc(N(CCN(C)C)C(=O)C(c2ccccc2)c2ccccc2)cc1	92	57	79	82	86	73	82	104	83

(next part)
SMILES	ACHN	A498	TK-10	786-0	SN12C	UO-31	RXF 393	DU-145	CAKI-1
COc1ccc(S(=O)(=O)NCCCNc2nccc(-c3cn(-c4ccccc4)nc3-c3ccc(Cl)c(OC)c3)n2)cc1	63	·	96	69	64	46	69	87	69
c1ccc(CN2CCCC(c3ccccc3)=C2c2ccccc2)cc1	100	96	86	94	96	78	92	98	·
O=c1oc2cc(NCCN3CCOCC3)ccc2cc1-c1nc2ccccc2[nH]1	89	116	117	104	101	66	113	123	98
COc1ccc(N2N=C(c3ccc4c(c3)OCCO4)CC2c2cccc(NC(=O)CCNS(=O)(=O)c3ccc(Cl)cc3)c2)cc1 (stereo not given)	27	51	62	38	38	40	15	47	31
CC1(c2ccc(Cl)cc2)OC(=O)C(=Cc2ccc([N+](=O)[O-])s2)C(=O)O1 (stereo not given)	98	127	117	106	98	84	116	114	92
